High-throughput results as filed in PubChem BioAssay.
GPR55 beta-arrestin – GPR55 agonists via beta-arrestin recruitment, primary screen, imaging, U2OS cells, beta-arrestin-GFP redistribution (AID 1961); U2OS GPR55 beta-arrestin-GFP redistribution imaging; higher % means a stronger effect; one-dose activation, % at 10 µM; EC50 in µM for titrated hits; actives 0.048% (n = 290,000);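 active = activation above 40% with more than 50 cells counted in the well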;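 note: U2OS osteosarcoma cells stably expressing GPR55 and beta-arrestin-GFP; plate controls were DMSO negative control for no effect and LPI positive control for full effect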
HEK293 NOD2/NF-kB – inhibition of NOD2-driven NF-kB reporter – cell-based, luminescence, uHTS, HEK293 (AID 1566). inhibition, % at 4 µM; hits with a dose series show EC50 in µM. HEK293 NOD2/NF-kB luciferase reporter, luminescence; higher % means a stronger effect. actives 0.63% (n = 290,000); note: many of its hits are not listed in these tables
KOR beta-arrestin-1 – KOR agonists, beta-arrestin recruitment, primary screen, cell-based, luminescence, uHTS (AID 1777); actives 0.02% (n = 280,000); KOR beta-arrestin recruitment, luminescence; higher % means a stronger effect; activation, % at 10 µM, or EC50 in µM where a hit was titrated; in the data active = activation above about 50%, passing the limit was not always enough; note: a part of the inactive calls stands beside numbers as strong as those of hits
Myeloid diff 2 – myeloid differentiation induction; AID 624256; actives 1% (n = 360,000); calls only at 10 µM; ER-HoxA9 myeloid progenitors, lysozyme-GFP differentiation, flow cytometry;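 active = normalized GFP-positive differentiation at or above the plate's own cutoff, the solvent-only control mean plus 3 SD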;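 note: cells exposed to compound for four days before flow analysis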
T cell modulator – T cell immune modulation candidate; 2C CD8+ T cell-vesicle binding, flow cytometry; hits give low values; AID 2052; actives 0.068% (n = 330,000); calls only at 7 µM;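 active = response, share of CD8 T cells binding vesicles, and their 90th percentile fluorescence all below set limits, cut at about 80% in these data, passing the limit was not always enough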
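Material: 2C TCR transgenic mouse naive CD8+ T cells, MACS-purified. Also added: QL9-charged Drosophila Ld/ICAM-1/B7-1 vesicles. Timing: binding 1.5 h at 37 °C. Measured by: high-throughput flow cytometry with anti-B7-1 and anti-CD8 staining. Read-out: percent CD8+ FL2 mean versus row control. Controls: Unloaded micro-vesicles (low), QL9 vesicles with 0.7% DMSO (high).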
NTR1 ag – NTR1-driven beta-arrestin-GFP spot formation – imaging, U2OS cells, high content, primary screen (AID 493036); P30989; agonist mode; activation, % at 20 µM; actives 0.17% (n = 330,000);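 active = activation at or above 40% of the spot to cytoplasm intensity ratio, with at least 20 cells analyzed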;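 note: 0% = DMSO without peptide and 100% = 100 nM NTR1 peptide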
Target sequence (P30989 whole entry, looked up): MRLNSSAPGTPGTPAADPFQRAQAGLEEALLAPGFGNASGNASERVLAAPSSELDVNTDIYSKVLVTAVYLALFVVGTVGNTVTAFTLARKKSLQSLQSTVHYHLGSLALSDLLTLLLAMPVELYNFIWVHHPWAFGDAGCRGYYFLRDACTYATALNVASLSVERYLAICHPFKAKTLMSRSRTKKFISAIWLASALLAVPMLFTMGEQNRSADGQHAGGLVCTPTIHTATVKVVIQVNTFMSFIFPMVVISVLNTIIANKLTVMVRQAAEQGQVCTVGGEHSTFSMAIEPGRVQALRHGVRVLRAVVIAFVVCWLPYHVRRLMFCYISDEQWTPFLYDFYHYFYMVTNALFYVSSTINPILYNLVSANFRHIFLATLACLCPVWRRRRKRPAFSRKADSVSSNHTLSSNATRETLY
NOD1 inhibition – NOD1 signaling inhibitors, primary screen, cell-based, luminescence, uHTS (AID 1578) | inhibition, % at 4 µM; hits with a dose series show EC50 in µM | NOD1-driven NF-kB luciferase reporter cells, luminescence; higher % means a stronger effect | actives 1% (n = 290,000); in the data active = inhibition mostly above about 36%, no sharp cut-off; inactive = mostly below about 34%;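 note: HEK-293T reporter cells stimulated with the NOD1 agonist gamma-tri-DAP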
GPR55 LPI antagonism – GPR55 antagonists blocking LPI-driven arrestin recruitment, primary screen, imaging, U2OS, beta-arrestin-GFP, LPI agonist (AID 2013); U2OS GPR55 beta-arrestin-GFP translocation imaging, LPI antagonism; higher % means a stronger effect; inhibition, % at 10 µM, or IC50 in µM where a hit was titrated; actives 0.13% (n = 290,000);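 active = spots per cell inhibited over 60%, with over 100 cells counted and total cytoplasm intensity under 500,000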;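 note: U2OS cells stably carrying GPR55 and arrestin-GFP stimulated by 5 µM LPI near EC80; imaged beta-arrestin-GFP aggregate spots per cell after agonist stimulation; plate controls were LPI-stimulated DMSO wells for no effect and DMSO wells without LPI for full effect; some results filed as inactive read as strong as hits; confirmed hits need IC50 under 10 µM and bright autofluorescent wells are also inconclusive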
KOR beta-arrestin-2 – KOR antagonists, beta-arrestin recruitment, cell-based, luminescence, uHTS (AID 1778); KOR beta-arrestin recruitment, luminescence, antagonist mode; higher % means a stronger effect; inhibition, % at 10 µM, or IC50 in µM where a hit was titrated; actives 0.091% (n = 290,000); note: strong numbers were not always called active
T cell modulator vesicle-bound % – second read-out of T cell modulator, no call of its own (marks repeat the call); double positive events, %; measured here: CD8+ vesicle-bound cell fraction;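 binding gate set so that unloaded-vesicle control wells show 10% double positive cells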
NTR1 ag cell count 20 µM – recorded beside NTR1 ag, whose call it bears; cell count; measured here: cell count, cytotoxicity flag
Myeloid diff 2 GFP+ MAC1+ % – recorded beside Myeloid diff 2, whose call it bears; GFP+ MAC1+ double positive, %; measured here: differentiation confirmed by MAC1 staining
* marks the source's active call; other numbers are inactive results; i = inactive; nt = not tested or not shown; + = active, no number; & = joins results of further samples; [ ] = dose if it differs, or a comment. Cut-off read from the data, not from the text of the source, unless noted: active = inhibition above about 50%; inactive = the rest.

SMILES	GPR55 beta-arrestin	HEK293 NOD2/NF-kB	KOR beta-arrestin-1	Myeloid diff 2	Myeloid diff 2 GFP+ MAC1+ %	T cell modulator	T cell modulator vesicle-bound %	NTR1 ag	NTR1 ag cell count 20 µM	NOD1 inhibition	GPR55 LPI antagonism	KOR beta-arrestin-2
Cc1cc(Nc2ccccc2)n(C(=O)c2ccc(N)cc2)n1	0.0%	-10%	0.9%	i	0.7	i	48	3.8	74	-25%	-8%	-37%
COc1ccc(N(CC(=O)Nc2cc(Cl)ccc2OC)S(=O)(=O)c2c(C)noc2C)cc1	0.1%	1%	-2.3%	+	8.4*	i	29	3.1	79	-14%	13%	-44%
COC(=O)c1ccccc1NC(=O)c1cc2n(n1)C(C(F)F)CC(C(F)F)N2 (configuration not stated)	-0.2%	-10%	3.9%	i	1.5	i	49	0.0	58	-22%	5%	10%
COc1ccc(OCCCC(=O)Nc2cccc([N+](=O)[O-])c2)cc1	1.0%	11%	1.1%	i	0.5	i	49	-1.5	69	-1%	5%	17%
Cc1[nH]c(C)c(S(=O)(=O)Nc2cccc(Cl)c2C)c1C(=O)N1CCCCC1	0.1%	-4%	-2.8%	i	1.7	i	10	0.3	72	-14%	6%	-29%
Cc1ccc2cc(CCNS(=O)(=O)c3ccc(Br)cc3)c(=O)[nH]c2c1C	-0.2%	6%	2.5%	i	1.7	i	17	1.1	58	13%	-17%	-37%
CC(=O)c1cccc(NC(=O)Nc2ccc3c(c2)N(C)C(=O)CS3)c1	0.3%	42%	-3.6%	i	0.5	i	10	8.3	43	54%	-14%	34%
CCC(=O)c1cn(CC(=O)Nc2c(C)cccc2C)c2ccccc12	-0.1%	-9%	-5.4%	i	0.7	i	53	-1.0	62	19%	21%	17%[20 µM]
O=C(CCn1c(=O)[nH]c2ccccc2c1=O)N1CC=C(c2ccccc2)CC1	0.6%	2%	-1.9%	i	0.4	i	28	-0.5	60	-3%	7%	1%
COc1ccccc1/C=N/NC(=O)c1csc(C)c1C	-0.2%	-54%	-3.9%	i	0.7	i	40	1.7	67	-45%	-19%	9%
COc1ccc(CN2CCN(c3ccccn3)CC2)c(OC)c1C	-0.2%	7%	0.8%	i	0.5&0.6	i	36&43	-0.2&1.5	46&54	-8%	0%	-4%
COc1cc(C#N)c(NC(=S)N2CCOCC2)cc1OC	-0.5%	-21%	-3.7%	nt	nt	i	48	2.9	79	-20%	-1%	-5%
Cc1[nH]c2ccccc2c1/C=N/NC(=O)c1cccc(S(=O)(=O)Nc2cccc(C(F)(F)F)c2)c1	0.2%	-15%	-0.8%	i	0.4	i	68	8.2	63	0%	-7%	-109%[20 µM]
CCc1noc(C)c1C(=O)Nc1nc(-c2ccc(Cl)cc2Cl)c(C)s1	-0.1%	26%	-4.7%	i	1.0	i	37	0.1	52	12%	6%	-4%
CCC(=O)c1ccc(Oc2ccc(C(=O)c3ccc(C)cc3)cc2[N+](=O)[O-])cc1	0.0%	20%	3.7%	i	0.5	i	33	0.1	60	40%	3%	11%
COc1ccc(-n2c(CN3CCN(c4ccc(F)cc4)CC3)nc3ccc([N+](=O)[O-])cc3c2=O)c(OC)c1	0.0%	0%	-0.9%	i	0.5	i	38	1.7	86	-3%	0%	18%
CCOc1ccc(N2CC(C(=O)Nc3nnc(Cc4ccc(OC)c(OC)c4)s3)CC2=O)cc1 (configuration not stated)	0.4%	2%	2.2%	i	1.2	i	23	0.1	46	-37%	-8%	-16%
N=c1n(CCN2CCCCC2)c2ccccc2n1CC(O)c1cccc(Br)c1 (configuration not stated)	-0.2%	-18%	nt	i	0.9	i	9	2.1	35	0%	3%	nt
NCC12CC3CC(C1)CC(c1ccc(Br)cc1)(C3)C2	0.7%	-28%	1.2%	nt	nt	i	41	13	81	-13%	20%	7%
N#C/C(=C\c1ccccc1)C(=O)NCc1ccc(F)cc1	0.3%	1%	-4.1%	nt	nt	i	29	1.1	45	19%	14%	8%
COc1cc2c(cc1NS(=O)(=O)N1CCCCC1)oc1ccccc12	-0.2%	-4%	4.8%	i	0.2	i	16	12	67	-3%	-8%	-42%
COc1ccc(OC)c(NC(=O)CCN2CCN(C)CC2)c1	-0.2%	7%	-3.8%	i	0.5	i	60	0.3	54	41%	11%	36%
Cc1ccc(NC(=O)C2(c3ccccc3)CC2(Cl)Cl)cc1C (configuration not stated)	-0.1%	1%	-2.7%	i	0.4	i	57	0.5	80	2%	1%	10%
CCOc1ccc(C(N)=O)cc1OC	-0.1%	-15%	-1.4%	i	0.5	i	25	-1.2	42	-12%	6%	42%
Cc1ccc(OCC(=O)N2CCc3ccccc3C2)c(C)c1	0.6%	0%	1.2%	i	0.4	i	52	1.0	50	-10%	10%	-8%
COc1ccc(C)cc1S(=O)(=O)N(CC(=O)Nc1cccc([N+](=O)[O-])c1)c1ccc(C)cc1	-0.1%	nt	0.1%	i	0.5	i	23	5.0	57	nt	4%	-44%
CC(=O)Nc1nonc1-n1nnc(C(=O)NCc2ccccc2)c1C	-0.1%	8%	-2.5%	i	0.9	i	41	0.7	68	4%	12%	-5%
CCN(CC(=O)Nc1cccc(C(C)=O)c1)S(=O)(=O)c1ccc(OC)cc1	0.5%	1%	-1.9%	i	0.8	i	44	0.8	56	0%	12%	-2%
CC(C)[C@H](N)c1nnc(SCC(=O)c2ccc(Cl)cc2)o1	-0.1%	-6%	-2.9%	i	7.2	i	34	1.0	70	-15%	-7%	11%
Cc1nn(CC(C)C)c(=S)[nH]c1=O	-0.4%	-6%	-1.0%	i	1.6	i	32	-0.9	79	-26%	1%	20%
Cc1ccc(S(=O)(=O)NC(=O)N(CCC#N)Cc2ccccc2)cc1	-0.1%	7%	-5.6%	i	1.1	i	28	-1.1	64	-8%	0%	12%
CC(=O)OCC1OC(n2ccc3ccccc32)C(OC(C)=O)C(OC(C)=O)C1OC(C)=O (configuration not stated)	-0.1%	4%	1.9%	i	2.8	i	28	-0.1	60	-1%	-20%	-20%
O=C(Nc1cnccn1)Nc1ccc(Cl)cc1Cl	0.7%	-32%	7.1%	i	0.5	i	33	4.8	93	-16%	12%	-27%
CSc1nc2nc(C)cc(-c3ccccc3)n2n1	0.4%	7%	0.4%	i	2.6	i	20	-0.8	41	-12%	0%	7%
CCc1nnc(NC(=O)c2ccc(S(=O)(=O)NCC(C)C)cc2)s1	-0.2%	6%	-5.7%	i	6.3	i	46	-0.7	53	-32%	2%	14%
CCOC(=O)Nc1ccc2c(c1)nc1n2CCN(CCOC)C1	-0.1%	7%	nt	i	0.7	i	33	1.7	86	1%	2%	nt
CCOC(=O)c1[nH]c(=O)[nH]c1CSc1nc(C)cc(C)n1	-0.1%	9%	0.2%	i	1.6	i	56	-0.4	59	2%	6%	-8%
CC(=O)NC1CCN(CC(=O)Nc2nccs2)CC1	0.1%	7%	1.4%	i	0.9	i	52	-0.1	59	1%	3%	-45%[20 µM]
CC(C)c1ccc(/C=N/NC(=O)c2cccc(S(=O)(=O)N3CCOCC3)c2)cc1	-0.4%	16%	-1.9%	i	0.3	i	58	-0.1	29	-4%	18%	-4%
O=C(c1c(F)c(F)c(F)c(F)c1F)N(Cc1ccccc1)Cc1ccccc1	0.2%	12%	1.2%	i	1.2	i	15	34	92	4%	39%	10%
O=C(COC(=O)CCc1ccc(S(=O)(=O)N2CCCCC2)cc1)Nc1cccc2ccccc12	0.3%	12%	0.4%	i	0.0	i	44	0.6	64	-26%	-3%	1%
COc1cccc(OC)c1C(=O)OCC(=O)/C(C#N)=C(\C)N	0.0%	22%	-3.9%	i	0.9	i	1	-0.6	30	-13%	2%	13%
O=C(CN1CCN(c2ccc(F)cc2)CC1)Nc1ccc(S(=O)(=O)N2CCOCC2)cc1	-0.1%	10%	3.2%	i	1.1	i	16	0.5	61	-19%	5%	17%
Oc1ccc(/C=N/Nc2ccnc3cc(Cl)ccc23)c(O)c1	-0.1%	-70%	-0.2%	+	1.2*	i	60	-3.5	51	-11%	1%	4%
O=C(Nc1cccnc1)c1c(O)c2cccc3c2n(c1=O)CC3	-0.1%	-9%	-1.8%	i	0.4	i	50	0.2	43	-35%	-1%	31%
O=C(CN1CCN(c2ccccc2)CC1)Nc1ccc(F)cc1	-0.1%	-3%	-5.0%	i	0.4	i	57	0.5	100	-8%	4%	14%
O=C(Nc1nnc(C2=COCCO2)o1)c1ccc([N+](=O)[O-])cc1	0.0%	33%	-1.7%	i	0.9	i	9	-0.7	70	2%	16%	-5%
CN(NS(=O)(=O)c1ccc(Cl)cc1)c1nc(C(F)(F)F)nc2ccccc12	-0.5%	32%	2.6%	i	0.5	i	59	0.4	91	26%	-12%	-7%
Cc1c(N2C(=O)C(C)SC23C(=O)Nc2ccccc23)c(=O)n(-c2ccccc2)n1C (configuration not stated)	0.2%	-15%	-1.6%	i	6.1	i	11	-1.3	55	-5%	0%	14%
CCC(=O)N1CCc2cc(Br)cc(S(=O)(=O)N3CCCCCC3)c21	-0.5%	12%	-2.8%	i	0.2	i	26	8.4	99	0%	8%	2%
Nc1nc(SCc2ccc([N+](=O)[O-])cc2)c2ncn(C3OC(CO)C(O)C3O)c2n1 (configuration not stated)	-0.3%	18%	-4.3%	i	0.5	i	52	1.5	81	0%	5%	-26%
COc1cc2cc(C(=O)Nc3ccccc3)c(N)nc2cc1OC	-0.2%	16%	-2.5%	i	0.5	i	39	0.5	57	-2%	6%	-13%
Cn1cccc1C(=O)Nc1nc(-c2ccccn2)cs1	-0.1%	-56%	1.0%	i	0.8	i	29	-0.4	64	-28%	5%	-37%

These rows are one share of the data. The share of hits here may be higher or lower than overall.
